Source: PubChem BioAssay
PI4K2A block: PI4K2A (human) kinase inhibition; hit rate 0.13% among 420,000; activity change, negative = inhibition, % at 76.9 µM; purified PI4K2A, ADP-Glo luminescence, 1 h; active compounds read low; Q9BTU6; in the data active = activity change below about -50%; inconclusive = mostly about -30% to -49%;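 also: -100% = wells without enzyme as full effect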
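Compounds are screened against recombinant PI4K2A using PI as substrate and ATP, the latter dispensed at 300 microM. Reactions run one hour at ambient temperature before ADP-Glo detection; full inhibition defined by wells lacking enzyme.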
TrxR1 substrate: is turned over as a substrate by rat TrxR1; AID 588456; Potency, µM (highest dose often 114 µM), without a hit: at the top dose activity change, negative = substrate turnover; purified TrxR1 substrate turnover, NADPH consumption readout; hit rate 0.01% among 390,000; also: potency is read from the fitted curve at half-maximal effect; % is scaled to controls: 0 for no effect and ±100 for the full control effect; nearly all actives have a fitted effect of over 50% in size
Target sequence (O89049 whole entry, looked up): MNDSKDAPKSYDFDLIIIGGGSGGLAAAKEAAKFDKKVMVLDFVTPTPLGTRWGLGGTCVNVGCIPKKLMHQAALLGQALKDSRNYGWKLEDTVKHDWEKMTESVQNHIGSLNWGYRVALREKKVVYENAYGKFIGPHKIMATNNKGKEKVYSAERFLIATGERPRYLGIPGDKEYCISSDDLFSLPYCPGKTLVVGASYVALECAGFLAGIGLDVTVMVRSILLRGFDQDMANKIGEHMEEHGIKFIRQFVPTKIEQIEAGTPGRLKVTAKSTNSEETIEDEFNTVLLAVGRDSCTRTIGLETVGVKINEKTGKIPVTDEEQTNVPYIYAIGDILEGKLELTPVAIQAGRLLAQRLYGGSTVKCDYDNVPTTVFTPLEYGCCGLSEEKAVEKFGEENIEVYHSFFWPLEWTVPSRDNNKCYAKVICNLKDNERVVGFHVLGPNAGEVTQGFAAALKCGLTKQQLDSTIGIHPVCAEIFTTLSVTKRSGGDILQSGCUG
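Rat TrxR1, dispensed at 90 nM, was prereduced with 400 uM NADPH (final) for 5 min at ~22 deg C, then incubated with compound 15 min before 400 uM selenite. A first-read NADPH fluorescence drop versus no-compound background flagged substrates.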
GRP78 ERSR act: ER stress response induction in glioma. AID 602332. U87-MG GRP78 promoter luciferase reporter, 16 h. hit rate 0.02% among 420,000. Potency, µM, for inactives: at the top dose activation, most hits filed as activators; also: potency is read from the fitted curve at half-maximal effect; series mostly up to about 76 µM; % of control where 0% means no effect; nearly all actives have a fitted effect of over 35% in size
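Stably transfected U87-MG glioma cells carrying a GRP78-based luciferase sensor; 16 h compound incubation. Luminescence end-point read 10 min after Bright-Glo addition at room temperature.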
LDHA inh: LDHA (human) enzyme inhibition; purified LDHA, NADH/diaphorase-resazurin fluorescence; active compounds read low; AID 1347041; P00338; activity change, % (values are at about 110 or 230 µM); hit rate 0.15% among 480,000; in the data active = activity change below about -30%; inconclusive = mostly about -25% to -30%;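 also: plate controls were DMSO wells for no effect and wells without enzyme for full effect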
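Human LDH5 at 2 nM final in Tris HCl pH 7.4 with 0.06 mM NADH and 0.2 mM pyruvate, reacted 5 minutes at room temperature. Remaining NADH coupled via diaphorase/resazurin; resorufin fluorescence read at 0 and 20 minutes, normalized to enzyme-free and DMSO wells.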
Vif-A3G inh: blocks the Vif interaction with human APOBEC3G. Potency, µM (series often up to 46.1 µM), without a hit: at the top dose activity, negative = active, hits mostly inhibitors. HeLa A3G-eYFP + Vif (tagged APOBEC3G with the HIV-1 protein that degrades it), YFP fluorescence, overnight. hit rate 0.076% among 410,000;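 also: potency is read from the fitted curve at half-maximal effect; % is scaled to controls: 0 for no effect and ±100 for the full control effect; nearly all actives have a fitted effect of over 60% in size; hits raise eYFP signal because A3G escapes Vif-driven loss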
Target sequence (Q9HC16 whole entry, looked up): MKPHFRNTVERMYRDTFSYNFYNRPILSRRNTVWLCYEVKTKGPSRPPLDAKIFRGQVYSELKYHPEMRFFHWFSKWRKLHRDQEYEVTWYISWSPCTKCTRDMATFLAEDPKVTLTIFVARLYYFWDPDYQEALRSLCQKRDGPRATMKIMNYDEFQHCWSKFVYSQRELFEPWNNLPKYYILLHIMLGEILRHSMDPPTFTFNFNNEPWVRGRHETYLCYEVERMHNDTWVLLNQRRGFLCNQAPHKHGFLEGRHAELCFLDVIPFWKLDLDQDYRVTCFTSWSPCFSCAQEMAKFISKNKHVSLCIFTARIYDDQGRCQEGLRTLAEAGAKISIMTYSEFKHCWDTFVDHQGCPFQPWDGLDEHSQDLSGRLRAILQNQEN
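HeLa cells stably expressing Vif and C-terminally eYFP-tagged A3G, seeded overnight at 37 deg C, then exposed to compound by pintool overnight at 37 deg C. Rise in yellow fluorescence (Ex 488/Em 500-530, Acumen) marks blocked Vif-driven A3G degradation.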
USP1 inh: inhibitors of human USP1/UAF1 deubiquitinase; AID 743255; Potency, µM (series often up to 57.1 µM), without a hit: at the highest dose activity change, negative = inhibition, hits mostly inhibitors; recombinant USP1/UAF1, Ub-Rhodamine cleavage fluorescence; hit rate 0.23% among 390,000; also: potency is read from the fitted curve at half-maximal effect; % is scaled to controls: 0 for no effect and ±100 for the full control effect; nearly all actives have a fitted effect of over 60% in size; inactives centre near -12
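Step one: compound is pinned into 1nM USP1/UAF1 in HEPES pH 7.8 buffer with TCEP. Step two: 15 min room-temperature incubation. Step three: Ub-Rho (150nM final) starts cleavage, tracked by fluorescence over six one-minute reads.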
RXFP1 agonist: agonists of human relaxin receptor RXFP1 | HEK293T-RXFP1 cAMP TR-FRET, 30 min; response scale: percent of porcine relaxin response, buffer zero | AID 2676 | Q9HBX9 | hit rate 0.3% among 370,000 | Potency, µM (titrated, usually from 57.5 µM), for inactives: top-dose activation, actives largely listed as activators; also: potency is read from the fitted curve at half-maximal effect; % is scaled to controls: 0 for no effect and ±100 for the full control effect; nearly all actives have a fitted effect of over 60% in size; many of its hits are not listed in these tables
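Agonist response is measured as cAMP accumulation in an RXFP1-transfected HEK293T line under PDE4 inhibition. Values are scaled between buffer-only and 29 nM porcine relaxin, and EC50s come from standard Hill equation fits.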
mIDH1 inhibitor: human IDH1 R132H inhibition; IDH1-R132H enzyme, NADPH consumption, diaphorase/resazurin fluorescence; hit rate 0.093% among 390,000; Potency, µM (titrated, usually from 76.6 µM), for the others: at the top dose activity change, negative = inhibition, usual class: inhibitors; O75874; also: potency is read from the fitted curve at half-maximal effect; % is scaled to controls: 0 for no effect and ±100 for the full control effect; nearly all actives have a fitted effect of over 65% in size
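IDH1-R132H (0.5 ug/mL dispensed) in pH 7.5 Tris buffer was preincubated 30 min with compound, then given a substrate mix of 0.016 mM NADPH and 2 mM alpha-KG for 80 min at room temperature; remaining NADPH was read by diaphorase/resazurin fluorescence.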
Vif-A3F inh: inhibitors of Vif-A3F interaction; HeLa A3F-eYFP + Vif (tagged APOBEC3F with the HIV-1 protein that degrades it), YFP fluorescence increase; Potency, µM (top dose mostly 46.1 µM), for inactives: top-dose activity, negative = active; hit rate 0.2% among 390,000; also: potency is read from the fitted curve at half-maximal effect; % of control where 0% means no effect; nearly all actives have a fitted effect of over 65% in size
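HeLa cells stably expressing Vif plus C-terminally eYFP-tagged A3F were seeded, incubated overnight at 37 deg C, dosed with compound, incubated overnight again at 37 deg C. Yellow fluorescence (Ex 488/Em 500-530) reported blocked Vif-mediated A3F-eYFP degradation.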
Numbers without * were called inactive; ? = inconclusive; . = not tested or not shown; & = joins results of further samples; [ ] = remark or other dose. Unless noted, calls follow the shape of the dose curve; as a rule, active = well fitted curve in the direction sought with a large enough effect; inconclusive = small, poorly fitted or top-dose-only effect, or another doubt; inactive = no such curve, though single readings can be large; an effect the other way counts as inactive or inconclusive. The list is partial. The share of hits here may be higher or lower than overall.

[1] Clc1ccc(OCCCCCN2CCOCC2)cc1
[2] O=C(Cc1ccccc1)NCC(=O)OCC(=O)c1cccc([N+](=O)[O-])c1
[3] C#CC1(O)CCC2C3CCc4cc(O)cc(C)c4C3CCC21C (centres undefined)
[4] Cc1ccc(S[C@@H](CCN2CC[C@H](C)CCC2=O)c2ccccc2)cc1
[5] CCc1c(C)nc(SCC(=O)NNC(=O)c2ccco2)[nH]c1=O
[6] CCCN1C2CCCC1CC(NC(=S)Nc1cc(C)cc(C)c1)C2 (centres undefined)
[7] COc1cccc(OCc2nnc(SCC(=O)OCc3ccccc3)o2)c1
[8] COCCCNC(=O)CS(=O)Cc1nc(-c2ccccc2C)oc1C (centres undefined)
[9] COc1ccc(S(=O)(=O)n2ccc(-c3cnc(-c4ccccc4)s3)n2)cc1
[10] Cc1ccc(N(C(=O)Cn2nnc(-c3ccc(C)o3)n2)C(C(=O)NC2CCCC2)c2ccco2)cc1 (centres undefined)
assay / compound	1	2	3	4	5	6	7	8	9	10
PI4K2A block	4	-6	-3	-1	-1	-2	-4	-2	0	-3
TrxR1 substrate	8%	-6%	-4%	-2%[57.1 µM]	-3%	2%	1%	-1%[57.1 µM]	55%[activator]	8%
GRP78 ERSR act	5%	0%	4%	?	-1%	-3%	-3%	-4%	2%	-6%
LDHA inh	1	-8	6	2	-5	-6	-2	0	-1	2
Vif-A3G inh	1%	1%	-6%	2%&-22%	3%	0%	5%	-7%	0%	-2%
USP1 inh	-19%	-2%	-24%	-32%	-13%	-3%	-7%	-7%	-17%	-14%
RXFP1 agonist	-0.4%	2.4%	.	0.0%	-1.2%	2.2%	0.1%	-0.6%	6.2%	-0.4%
mIDH1 inhibitor	9%	4%	7%	0%	-2%	3%	10%	18%	0%	-2%
Vif-A3F inh	8%	-1%	2%	-19%	11%	-16%	-4%	6%	.	-9%

Profiles, looked up by structure:
O=C(Cc1ccccc1)NCC(=O)OCC(=O)c1cccc([N+](=O)[O-])c1 as listed: PI4K2A block: -6; TrxR1 substrate: -6%; GRP78 ERSR act: 0%; LDHA inh: -8; Vif-A3G inh: 1%; USP1 inh: -2%; RXFP1 agonist: 2.4%; mIDH1 inhibitor: 4%; Vif-A3F inh: -1%
COCCCNC(=O)CS(=O)Cc1nc(-c2ccccc2C)oc1C (centres undefined) as listed: PI4K2A block: -2; TrxR1 substrate: -1%[57.1 µM]; GRP78 ERSR act: -4%; LDHA inh: 0; Vif-A3G inh: -7%; USP1 inh: -7%; RXFP1 agonist: -0.6%; mIDH1 inhibitor: 18%; Vif-A3F inh: 6%
CCc1c(C)nc(SCC(=O)NNC(=O)c2ccco2)[nH]c1=O as listed: PI4K2A block: -1; TrxR1 substrate: -3%; GRP78 ERSR act: -1%; LDHA inh: -5; Vif-A3G inh: 3%; USP1 inh: -13%; RXFP1 agonist: -1.2%; mIDH1 inhibitor: -2%; Vif-A3F inh: 11%

(listing goes on)
[11] CSc1cccc(NC(=O)CN2C(=O)c3ccccc3S2(=O)=O)c1
[12] Cc1nc2ccc(NC(=O)CSc3nnc(C)s3)cc2[nH]1
[13] C[C@@H]1CNC(=O)c2c(C(=O)Nc3ccc(CNC(=O)OC(C)(C)C)cc3)ncn21
[14] CN(C)c1ccc(C=NCC2COc3ccccc3O2)cc1 (centres undefined)
[15] CC(=O)Oc1ccc(/C=C2\C=C(c3ccc(C)cc3)OC2=O)cc1
[16] Cc1cc(C)c(C)c(S(=O)(=O)NCC(=O)NCc2ccco2)c1C
[17] C/C(=N\NC(=O)Cn1c(-c2ccccn2)nc2ccccc21)c1cccc(O)c1
[18] C[C@@]12C(=O)N(CC3CC3)CC(=O)N1[C@H](/C=C/c1ccccc1)[C@@H]1C(=O)N(c3ccccc3)C(=O)[C@@H]12
[19] CC1CCN(C(=O)C(NS(=O)(=O)c2cccc3nsnc23)c2ccccc2)CC1 (centres undefined)
[20] CCCCCCCCNC(=O)c1cccnc1SCC(=O)Nc1ccccc1OC
assay / compound	11	12	13	14	15	16	17	18	19	20
PI4K2A block	-4	-3	7	0	2	2	-1	1	3	0
TrxR1 substrate	7%	-1%[57.1 µM]	.	-2%	-3%	7%	1%	0%	-6%[57.1 µM]	0%
GRP78 ERSR act	-7%	0%	-4%	2%	-10%	1%	-3%	-1%	-6%	-2%
LDHA inh	-8	-4	1	-3	-6	-2	-2	0	5	0
Vif-A3G inh	-1%	-3%	5%	0%	3%	1%	-2%	-3%	-1%	0%
USP1 inh	?	-5%	-17%	-27%	-7%	-11%	-11%	-3%	-3%	-8%
RXFP1 agonist	1.1%	0.7%	.	-2.4%	0.1%	2.6%	-0.4%	-0.9%	-5.4%	0.0%
mIDH1 inhibitor	-6%	6%	1%	1%	-1%	3%	8%	11%	-4%	1%
Vif-A3F inh	-3%	?	-1%	1%	-7%	2%	3%	-11%	-6%	1%

[21] O=C(CNC(=O)c1sc2ccccc2c1Cl)OCc1ccccc1
[22] CCOC(=O)c1ccc(NC(=S)NNC(=O)c2cc(-c3cccnc3)nc3ccccc23)cc1
[23] Cc1ccccc1Nc1nc(-c2cccnc2)cs1
[24] CCOc1ccc(NC(=O)CSc2nc3cc(C(=O)NCC4CCCO4)ccc3c(=O)n2CC2CCCO2)cc1 (centres undefined)
[25] Cc1ccc(S(=O)(=O)Cc2ccc(C(=O)OCc3ccccc3)cc2)cc1
[26] COc1ccc(OCc2ccc(C(=O)NN)cc2)cc1
[27] Cc1cc(C)c2nc(N3CCC(C(=O)N4CCCC4)CC3)sc2c1
[28] Cc1nc(C)c(C(=O)O)s1
[29] CC1=C(C(=O)Nc2ccccc2C)C(c2ccccn2)n2nc(SCc3ccccc3F)nc2N1 (centres undefined)
[30] COCCCNC(=O)c1cc(-c2cccnc2)nc2ccccc12
assay / compound	21	22	23	24	25	26	27	28	29	30
PI4K2A block	-3	1	1	-1	-1	2	0	-1	-8	1&0
TrxR1 substrate	-3%	-9%	4%	.	0%	8%	5%[57.1 µM]	0%	3%	-3%
GRP78 ERSR act	-1%	8%	3%	2%	-2%	0%	0%	0%	-2%	-1%&-5%
LDHA inh	0	-3	-1	-10	1	0	-3	0	0	-3&3
Vif-A3G inh	-1%	-8%	5%	-4%	-10%	1%	-5%	6%	2%	2%&1%
USP1 inh	1%	-24%	-21%	-18%	-14%	5%	-12%	-4%	-10%	-7%&5%
RXFP1 agonist	7.4%	-2.8%	4.9%	.	1.5%	-0.9%	0.5%	-0.1%	-2.1%	2.0%&5.2%
mIDH1 inhibitor	0%	-7%	4%	-1%	4%	2%	-1%	-3%	14%	8%&10%
Vif-A3F inh	-13%	1%	-3%	1%	0%	-5%	-2%	19%	-3%	-15%&-2%

Brought forward from above: 2 compounds; new compounds follow.
[29] CC1=C(C(=O)Nc2ccccc2C)C(c2ccccn2)n2nc(SCc3ccccc3F)nc2N1 (centres undefined)
[30] COCCCNC(=O)c1cc(-c2cccnc2)nc2ccccc12
[31] CCNC(=O)C1(C)CCN(C(=O)c2ccc(C#N)cc2)C1 (centres undefined)
[32] O=C(Nc1ccc(S(=O)(=O)Nc2nccs2)cc1)c1ccccc1OC(F)F
[33] CCCN(CCC)C(=O)C1CCN(c2ncnc3c2nc2n3CCCCC2)CC1
[34] O=C(O)c1cccc(-n2cccc2C=C2C(=O)c3ccccc3C2=O)c1
[35] CN(CC(=O)Nc1ccccc1Cl)C(=O)COC(=O)c1cccs1
[36] COc1ccc(N2CCC(CNC(=O)Nc3cccc(OC)c3)C2)cc1 (centres undefined)
[37] Cc1ccc(C)c(S(=O)(=O)NCc2cccnc2)c1
[38] CC(=O)c1cccc(NC(=O)N2CCCC2C(=O)NC2CCCCC2)c1 (centres undefined)
[39] CCOc1ccc(Cn2c(=O)oc3ccc(C)cc32)cc1OC
[40] Cc1cccc(C)c1NC(=O)CN(C)C(=O)CC1OC(=O)c2ccccc21 (centres undefined)
[41] Cc1cc(=O)[nH]c(SCC(=O)Nc2cc(S(=O)(=O)N3CCCC3)ccc2Cl)n1
assay / compound	29	30	31	32	33	34	35	36	37	38	39	40	41
PI4K2A block	-8	1&0	1	5	0	-28	3	-2	-9	6	0	2	-7
TrxR1 substrate	3%	-3%	.	4%	-3%	-16%[57.1 µM]	9%	2%	8%	-5%	7%[57.1 µM]	-13%[57.1 µM]	5%
GRP78 ERSR act	-2%	-1%&-5%	-4%	0%	-1%	6%	-4%	-2%	-1%	3%	-1%	-4%	-3%
LDHA inh	0	-3&3	-5	-3	-2	3	-7	14	2	-8	-11	-7	-1
Vif-A3G inh	2%	2%&1%	2%	-12%	4%	0%	-6%	0%	-3%	1%	1%	1%	2%
USP1 inh	-10%	-7%&5%	.	-25%	-13%	?	-6%	-4%	-1%	-4%	-7%	-3%	-19%
RXFP1 agonist	-2.1%	2.0%&5.2%	.	1.7%	17%	-0.2%	.	-0.6%	0.8%	-0.3%	1.4%	1.0%	17%
mIDH1 inhibitor	14%	8%&10%	.	9%	-6%	4%	11%	3%	15%	13%	18%	2%	3%
Vif-A3F inh	-3%	-15%&-2%	.	-1%	1%	-4%	-27%	-1%	-2%	3%	-2%	5%	-4%
